Bioassay records (PubChem)
Tb PGK inh – blocks T. brucei phosphoglycerate kinase | PGK/GAPDH coupled, Kinase-Glo luminescence, 60 min | Potency, µM (titrated, usually from 57.5 µM), without a hit: at the top dose activity change, negative = inhibition, usual class: inhibitors | 380,000 compounds, 0.043% hits | AID 602233; further: potency means the concentration at half of the fitted maximal effect; on the % scale 0 is the no-effect control and ±100 the full control effect; nearly all actives have a fitted effect of over 60% in size
Target sequence (P07378 whole entry, looked up): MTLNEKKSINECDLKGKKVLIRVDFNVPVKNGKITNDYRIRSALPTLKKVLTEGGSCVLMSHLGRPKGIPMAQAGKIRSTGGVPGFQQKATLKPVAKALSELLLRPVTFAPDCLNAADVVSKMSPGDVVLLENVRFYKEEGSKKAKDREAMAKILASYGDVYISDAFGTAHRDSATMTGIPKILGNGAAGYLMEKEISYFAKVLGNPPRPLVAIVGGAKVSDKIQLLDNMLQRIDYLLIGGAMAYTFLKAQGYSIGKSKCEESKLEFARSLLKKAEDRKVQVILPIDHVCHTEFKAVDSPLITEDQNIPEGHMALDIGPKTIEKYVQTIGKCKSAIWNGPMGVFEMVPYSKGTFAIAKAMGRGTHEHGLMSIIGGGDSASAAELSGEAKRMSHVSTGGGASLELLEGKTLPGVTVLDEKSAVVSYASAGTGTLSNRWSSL
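Luminescent ATP detection (Kinase-Glo Plus) follows a 60-minute room-temperature incubation, with wells lacking PGK as controls. Buffer: 100 mM TEA (pH 7.6), 5 mM MgCl2, 0.01% Tween-20. Coupling enzyme GAPDH (100 nM final) supplies unstable 1,3-BPG in-well.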
BAZ2B inh – blocks human BAZ2B. 360,000 compounds, 4.4% hits. AID 504333. Potency, µM (titrated, usually from 114 µM), inactives show at the top dose activity change, negative = inhibition, hits mostly inhibitors. Q9UIF8. AlphaScreen BAZ2B-H3K14Ac peptide displacement; further: potency means the concentration at half of the fitted maximal effect; on the % scale 0 is the no-effect control and ±100 the full control effect; nearly all actives have a fitted effect of over 60% in size
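Protein-peptide AlphaScreen: BAZ2B 50 nM, b-H3K14Ac 50 nM, 1x PBS pH 7.4 + 0.01% Tween-20. Preincubation 30 min RT; cpd 30 min RT (top 110 uM); beads 20 min RT, light-protected.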
GLS inhibitor – inhibitors of human glutaminase (GLS); O94925; GLS enzymatic activity, qHTS titration; Potency, µM (series often up to 45.5 µM), without a hit: top-dose activity change, negative = inhibition, most hits filed as inhibitors; 410,000 compounds, 0.21% hits; AID 624170; further: potency means the concentration at half of the fitted maximal effect; on the % scale 0 is the no-effect control and ±100 the full control effect
Target sequence (O94925 whole entry, looked up): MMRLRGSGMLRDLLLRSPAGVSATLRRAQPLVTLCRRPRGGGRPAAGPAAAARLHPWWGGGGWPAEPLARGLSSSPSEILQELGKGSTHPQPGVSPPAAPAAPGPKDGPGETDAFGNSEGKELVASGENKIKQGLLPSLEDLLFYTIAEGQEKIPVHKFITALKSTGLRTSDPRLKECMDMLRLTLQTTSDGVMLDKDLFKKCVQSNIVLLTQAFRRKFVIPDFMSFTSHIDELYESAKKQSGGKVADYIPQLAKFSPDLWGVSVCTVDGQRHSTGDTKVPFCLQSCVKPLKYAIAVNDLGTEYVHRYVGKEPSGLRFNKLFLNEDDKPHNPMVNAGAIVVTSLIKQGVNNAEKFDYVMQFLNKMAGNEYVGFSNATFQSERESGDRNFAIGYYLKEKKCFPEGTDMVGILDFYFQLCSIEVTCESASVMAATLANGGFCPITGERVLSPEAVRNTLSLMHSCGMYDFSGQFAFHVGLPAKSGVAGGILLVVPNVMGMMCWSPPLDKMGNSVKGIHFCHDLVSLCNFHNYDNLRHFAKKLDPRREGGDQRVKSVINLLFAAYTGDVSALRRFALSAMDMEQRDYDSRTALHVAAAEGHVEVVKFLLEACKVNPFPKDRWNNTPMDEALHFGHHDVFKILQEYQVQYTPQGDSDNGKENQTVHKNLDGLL
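hKGA in 45 mM KH2PO4 (pH 8.2), 0.02% Tween-20 with compound, then 1mM L-Glutamine (stock as added) plus glutamate oxidase/HRP/Amplex red coupling mix. Fluorescence read initially and after 30 min at RT; signal change reflects glutamate formation.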
POLH inh – inhibitors of human DNA polymerase eta; Q9Y253; recombinant Pol eta, fluorescent DNA replication assay; Potency, µM (doses to about 114 µM), for the others: top-dose activity change, negative = inhibition, usual class: inhibitors; 390,000 compounds, 1.2% hits; AID 588591; further: potency means the concentration at half of the fitted maximal effect; on the % scale 0 is the no-effect control and ±100 the full control effect
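Pol eta (10 nM) was preincubated with compounds for 15 min at room temperature, after which fluorescent replication substrate (50 nM final) was added to start the reaction. Fluorescence was read kinetically at 0 and 10 min.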
PI4K2A block – blocks human PI4K2A kinase activity; activity change, negative = inhibition, % at 76.9 µM; Q9BTU6; 420,000 compounds, 0.13% hits; purified PI4K2A, ADP-Glo luminescence, 1 h; stronger effect = lower value; in the data active means activity change below about -50%; inconclusive means mostly about -30% to -49%;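 further: -100% = wells without enzyme as full effect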
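ADP-Glo luminescence measured ADP generated by PI4K2A enzyme (4 ug/mL before mixing) with 1.2 mM PI substrate (pre-mix) and 300 microM ATP (pre-mix). Tris pH7.5 buffer with MgCl2, Triton X-100; 1 h reaction at ambient temperature.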
JMJD2A Tudor inh – blocks the human JMJD2A Tudor domain; Potency, µM (highest dose often 114 µM), for inactives: at the top dose activity change, negative = inhibition, most hits filed as inhibitors; AID 504339; AlphaScreen JMJD2A-Tudor / H3K4me3 peptide binding; 390,000 compounds, 4.4% hits; further: potency means the concentration at half of the fitted maximal effect; on the % scale 0 is the no-effect control and ±100 the full control effect; nearly all actives have a fitted effect of over 50% in size
HP1b binding inh – inhibitors of HP1-beta chromodomain binding to methylated histone tails; AID 540317; P83916; Potency, µM (top dose mostly 114 µM), for inactives: top-dose activity change, negative = inhibition, most hits filed as inhibitors; 390,000 compounds, 0.56% hits; AlphaScreen HP1-beta / biotin-H3K9me3 peptide binding; further: potency means the concentration at half of the fitted maximal effect; nearly all actives have a fitted effect of over 70% in size; inactives centre near 23
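AlphaScreen: HP1-beta (50 nM) preformed 30 min with biotin-H3(1-18)K9me3 peptide (50 nM) in PBS pH 7.4, 0.01% Tween-20. Compound added for 30 min at RT, then streptavidin donor/nickel chelate acceptor beads (10 ug/mL) for 30 min.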
G9a inh – inhibitors of human histone lysine methyltransferase G9a; Q96KQ7; G9a H3K9 monomethylation, AlphaScreen, 2 h; Potency, µM (top dose mostly 102 µM), for inactives: at the highest dose activity, negative = inhibition, hits mostly inhibitors; 350,000 compounds, 8.8% hits; AID 504332; further: potency means the concentration at half of the fitted maximal effect; on the % scale 0 is the no-effect control and ±100 the full control effect; nearly all actives have a fitted effect of over 75% in size
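Compounds were preincubated with 20 nM G9a for 15 min, after which biotinylated H3K9 peptide (500 nM) and SAM (20 uM) started a 2 h room-temperature reaction. Monomethylated product was quantified by antibody-based AlphaScreen chemiluminescence.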
Pin1 inh – human Pin1 inhibition; Q13526; Pin1 FP peptide displacement, HiFluor488, 10 min; Potency, µM (highest dose often 115 µM), inactives show top-dose activity, negative = inhibition, actives largely listed as inhibitors; 390,000 compounds, 0.009% hits; active means well fitted inhibition curve with a large enough effect in the polarisation, with a control signal flat, not every such curve was filed as active; inconclusive means small, poorly fitted or top-dose-only effect, or effect the other way, or a change in a side signal; inactive means no such curve, though single readings can be large or run the other way; the % refers to the polarisation; further: potency means the concentration at half of the fitted maximal effect; on the % scale 0 is the no-effect control and ±100 the full control effect
* hit, by the source's call; i = inactive; ? = inconclusive; . = no result given; & = joins results of further samples; [ ] = another dose, or the depositor's remark. Unless noted, the call rests on the fitted dose curve; in most records, active means well fitted curve in the direction sought with a large enough effect; inconclusive means small, poorly fitted or top-dose-only effect, or another doubt; inactive means no such curve, though single readings can be large; an effect the other way counts as inactive or inconclusive. This is a subset (hit frequency here may not be typical).

Tb PGK inh	BAZ2B inh	GLS inhibitor	POLH inh	PI4K2A block	JMJD2A Tudor inh	HP1b binding inh	G9a inh	Pin1 inh	compound
i	-11%	19%	?	-9	-25%	6%	?	-1%	NC(=O)CC[C@@H]1NC(=O)[C@H](Cc2ccc(O)cc2)NC(=O)c2cc([N+](=O)[O-])cc(F)c2OCC[C@@H](C(N)=O)NC1=O
i	-24%	2%	-7%	-1	-20%	13%	?	0%	O=C(O)Cc1sc(Nc2ccccc2)nc1-c1ccccc1
-9%	9%	-1%	-9%	2	-7%	15%	31%	-11%	CC(CN1CCC(n2nccc2NC(=O)c2ccccc2Cl)CC1)c1ccccc1 (centres undefined)
-8%	-8%	1%	-9%	1	-17%	21%	-37%[0.501 µM]	-1%	COc1ccc(CCNC(=O)c2cc(S(=O)(=O)N3CCCCCC3)ccc2OC)cc1OC
2%	-3%	10%	-9%	-4	-5%	35%	?	0%	Cc1cc(S(=O)(=O)Nc2nc(CN3CCOCC3)nc3sc4c(c23)CCCC4)ccc1F
-1%	-10%	0%	-2%	2	-3%	21%	10%	-2%	Cc1ccc(NC(=O)[C@H](C)NC(=O)C2CCN(C(=O)[C@H](CC(C)C)NC(=O)OC(C)(C)C)CC2)cc1
i	.	-14%	-20%	1	14µM*	23%	.	-5%	c1c[nH]c(CN2CCN(Cc3ncc[nH]3)CC2)n1
-5%	1%	-1%	2%	3	-23%	12%	?	-9%	Cn1nnnc1SCCNCC#Cc1ccccc1
4%	?	6%	-19%	4	?	2%	6%[12.7 µM]	?	Cc1occc1-c1nnc(SCC(=O)Nc2ccc(F)cc2)n1Cc1ccccc1
-5%	-19%	6%	-18%	0	-3%	26%	18%[59 µM]	-9%	CC(C)n1nnc2c(=O)oc3ccccc3c21
-2%	?	-6%	-17%	5	?	40%	?	-1%	CSCC[C@H](NC(=O)OC(C)(C)C)C(=O)N/N=C/c1cccc2cccnc12
-1%	?	12%	-15%	2	?	?	3.2µM*	-4%	COc1ccccc1N1CCN(c2ccc([N+](=O)[O-])cc2Cl)CC1
-2%	-24%	-2%	-3%	-8	?	-9%	-13%[59 µM]	1%	Cc1ccc(-n2nc3c(=O)n(CC(=O)NCCc4ccco4)nc(C)c3c2C)cc1
9%	-12%	5%	-9%	-3	-22%	23%	-5%	1%	CC(C)c1ccc(NC(=O)CCCN2C(=S)NC(C)(C)CC2C)cc1 (centres undefined)
i	3%	1%	-14%	-6	-2%	62%[activator]	-6%	4%	Cc1cc(C)nc(SCc2nc3ncccn3c2Br)n1
i	50µM*	4%	-4%	-3	?	16%	?	9%	CC1(C)Oc2ccc3ccc(=O)oc3c2-c2cnoc21
-2%	.	4%	-2%	4	.	.	.	.	CCN(CC)CCN=c1c(C)nc(C#N)c(N)n1O
-1%	8%	-1%	-14%	-2	-2%	42%[activator]	48%[12.7 µM]	-5%	Cc1ccc(-c2cc(C(=O)NN=C3CCCC3)c3ccccc3n2)cc1
-12%	14%	4%	-20%	-3	2%	42%[activator]	7%[59 µM]	?	O=C(CCS(=O)(=O)c1ccc(Br)s1)Nc1cc(C(F)(F)F)cc(C(F)(F)F)c1
3%	3%	3%	-19%	0	-5%	37%	-28%[59 µM]	-1%	CCOC(=O)C1=C(NC(=O)c2ccc(Br)o2)Nc2ccccc2N=C1
6%	-24%	7%	-1%	-7	56µM*	-3%	-13%[59 µM]	4%	O=C(CSc1nc2ccccc2c(=O)n1CCC(=O)N1CCN(c2ccccc2)CC1)NCC1CCCO1 (centres undefined)
-9%	30%	0%	-18%	-1	-1%	52%[activator][57 µM]	0%[59 µM]	6%	Cc1cccc(-c2nc(CCNC(=O)c3ccccc3Br)cs2)c1
-9%	.	-1%	-18%	-2	-22%	12%	.	-4%	Cc1c(NC(=O)C(C)OC(=O)c2ccc([N+](=O)[O-])cc2Cl)c(=O)n(-c2ccccc2)n1C (centres undefined)
1%	0%	18%	-7%	-1	-9%	22%	19%	-11%	Cc1csc(C(=O)O)c1NC(=O)c1ccc(F)cc1
-5%	-36%	4%	-3%	-10	-10%	26%	10%	9%	Cc1ccc(NC(=O)c2ccc(CSc3nnc(-c4ccncc4)n3C)cc2)cc1
0%	-11%	6%	-26%	2	-9%	36%	13%[59 µM]	0%	Cc1cccc(C(=O)Nc2cccc(C(=O)OCc3cc(=O)n4c5c(sc4n3)CCCC5)c2)c1
.	8%	0%	-4%	-1	4%	38%[activator]	1%	6%	CCc1nc(Cl)c(C#N)c2c1CSC(C)(C)C2
6%	?	9%	-16%	3	?	-8%	-16%[59 µM]	13%	CCC1=Nc2cc(C(=O)NCc3ccco3)ccc2Sc2ccc(C)cc21
11%	-5%	-1%	-1%	-2	-4%	23%	-3%	-3%	Cc1ccc2oc(=O)c3cnn(CC(=O)N4CCN(c5ccccn5)CC4)c3c2c1
-6%	-11%	24%	-11%	0	-6%	8%	-42%[59 µM]	-11%	CCCCNC(=O)NNC(=O)c1ccco1
i	?	-17%	-8%	-4	-30%	11%[57 µM]	?	.	O=[N+]([O-])c1cc([N+](=O)[O-])c2cc3ccccc3nc2c1
-11%	-8%	-2%	14%	-1	-28%	22%	-2%[59 µM]	3%	Cc1ccc2c(=O)cc(C(=O)Nc3sc4c(c3C(=O)NCc3ccco3)CCC4)oc2c1C

Sorted by value in POLH inh (largest number first): 3 of the compounds above
Tb PGK inh	BAZ2B inh	GLS inhibitor	POLH inh	PI4K2A block	JMJD2A Tudor inh	HP1b binding inh	G9a inh	Pin1 inh	compound
-11%	-8%	-2%	14%	-1	-28%	22%	-2%[59 µM]	3%	Cc1ccc2c(=O)cc(C(=O)Nc3sc4c(c3C(=O)NCc3ccco3)CCC4)oc2c1C
-5%	-36%	4%	-3%	-10	-10%	26%	10%	9%	Cc1ccc(NC(=O)c2ccc(CSc3nnc(-c4ccncc4)n3C)cc2)cc1
6%	?	9%	-16%	3	?	-8%	-16%[59 µM]	13%	CCC1=Nc2cc(C(=O)NCc3ccco3)ccc2Sc2ccc(C)cc21

(further entries)
Tb PGK inh	BAZ2B inh	GLS inhibitor	POLH inh	PI4K2A block	JMJD2A Tudor inh	HP1b binding inh	G9a inh	Pin1 inh	compound
-6%	?	9%	-12%	-3	-12%	11%	56µM*	0%	O=C(NC(=S)N1CCN(c2ccccn2)CC1)c1ccco1
-9%	-12%	0%	-8%	-2	-18%	33%	-35%	0%	NC(=O)c1coc(-c2ccccc2)n1
-1%	13%	1%	-7%	-1	11%[57.1 µM]	19%	29%	-4%	COc1ccc(CCNC(=O)CN2CCC(C(N)=O)CC2)cc1
-2%	2%	4%	-24%	-6	-11%	25%	12%[59 µM]	8%	COc1ccc(N2CC(=O)N(c3ccccc3)C2=S)cc1
-5%	0%	-1%	-7%	-6	10%	57%[activator]	8%	6%	O=C(CSc1ncccn1)NCc1ccc(Cl)cc1
-8%	0%	9%	2%	-5	-22%	20%	-3%[12.7 µM]	1%	CCOCCc1nnc(NC(=O)c2cc(OC)c(OC)c(OC)c2)s1
-2%	-6%	-7%	-15%	-5	0%	30%	-37%	-5%	CCC(Oc1ccccc1)C(=O)Nc1ccc(S(=O)(=O)Nc2ncccn2)cc1 (centres undefined)
-2%	7%	-2%	-8%	-1	0%	34%	0%	1%	COC(=O)C1(Cc2cc(-c3ccc(OC)cc3OC)no2)CCN(C(=O)OC(C)(C)C)CC1
-4%	3%	6%	-6%	2	-6%	65%[activator]	11%[59 µM]	5%	CC1=C(C(N)=O)C(c2cccc(C)c2)n2nc(-c3ccc(Cl)cc3)nc2N1 (centres undefined)
-4%	-13%	1%	-6%	-3	-32%	52%[activator]	-16%[59 µM]	-4%	COc1ccc(-c2ccc(=O)n(CC(=O)Nc3ccc(OC)c(OC)c3)n2)cc1
6%	3%&4%	9%&6%	-11%&0%	2&-2	-17%&3%	28%&30%	-16%	0%&0%	COC(=O)CSc1nc2c(cnn2-c2ccc(F)cc2)c(=O)[nH]1
-4%	-1%	-1%	-25%	2	-1%	37%	-1%[59 µM]	8%	Cc1ccc(Cn2cc(S(=O)(=O)c3cccc(Cl)c3)c(=O)c3cc(F)c(N4CCOCC4)cc32)cc1
i	-25%	0%	-17%	1	-15%	34%	?	-1%	Cc1ccc(C(=O)/C=C/N(C)C)o1
9%	-27%	-3%	-27%	0	-15%	43%[activator]	.	-1%	Cc1cccc(CC2CC(=O)N(c3nc4ccccc4s3)C2=O)c1 (centres undefined)
-8%	5%	-2%	-16%	-1	-13%	-4%	?	1%	O=C(NC1CCN(C(=S)NCc2ccco2)CC1)C12CC3CC(CC(C3)C1)C2
-3%	-1%	-12%	-7%	-1	7%	37%[activator]	5%	1%	Cc1ccc(-c2cc(C)nc3ncnn23)cc1
2%	14%	6%	-7%	4	-1%[11.4 µM]	7%	-7%[59 µM]	4%	CCC(=O)c1ccc(N2CCCC2)c(F)c1
i	4%	0%	-13%	-7	4%	22%	11%[59 µM]	-2%	Cc1ccc(NC(=O)C2C3CC4OC(=O)C2C4C3)cc1Cl (centres undefined)
-8%	.	13%	-2%	0	.	.	.	.	Cc1ccc2c(c1)c1c3n2CCN(CCC#N)C3CCC1 (centres undefined)
-3%	-4%	-6%	-18%	-4	-10%	51%[activator]	22%	-8%	CCOc1ccccc1N(CC(=O)N1CCC(C)CC1)S(=O)(=O)c1ccc(C)cc1
